# GIRK2 activator – Activators of human GIRK2-containing channels | P48051 | HEK293 GIRK2/NPY4 cells, thallium flux fluorescence | activation (% efficacy), % for hits at 37.5 µM | 34,000 tested, under 10 active | AID 1259324;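 active means primary screen hit, no activity in plain HEK293 cells, and in GIRK2-only cells above 5% efficacy rising with concentration; inactive means the rest, including fluorescent compounds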;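 further: efficacy is normalized control-subtracted fluorescence 15 s after thallium addition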
# Target sequence (P48051 whole entry, looked up): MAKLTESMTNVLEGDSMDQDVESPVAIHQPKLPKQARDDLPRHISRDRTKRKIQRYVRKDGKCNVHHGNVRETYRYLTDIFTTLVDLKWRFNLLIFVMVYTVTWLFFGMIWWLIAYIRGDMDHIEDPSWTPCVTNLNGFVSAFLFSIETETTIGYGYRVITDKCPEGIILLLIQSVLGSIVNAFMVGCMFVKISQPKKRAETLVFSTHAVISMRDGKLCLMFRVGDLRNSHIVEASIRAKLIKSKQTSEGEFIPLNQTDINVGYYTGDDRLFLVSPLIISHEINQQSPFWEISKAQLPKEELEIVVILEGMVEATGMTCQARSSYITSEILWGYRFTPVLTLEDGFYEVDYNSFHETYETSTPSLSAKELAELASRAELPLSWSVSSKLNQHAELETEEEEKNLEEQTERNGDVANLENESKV
# Calls only; i = inactive.
SMILES,GIRK2 activator
COc1cccc(NC(=O)c2cc(-c3ccco3)nc3c2c(C)nn3C2CCS(=O)(=O)C2)c1 (stereo not given),i
COc1ccc(Cl)cc1NC(=O)COC(=O)CC(C)(C)CC1=NS(=O)(=O)c2ccccc2N1,i
O=S(=O)(c1ccccc1)N1CCC(c2nnc(-c3ccc(F)cc3)o2)CC1,i
COc1ccc(OC)c(S(=O)(=O)Nc2ccc(CC(=O)N3CCOCC3)cc2)c1,i
CCC(C)NC(=O)CSc1nc2ccccc2c(=O)n1CCNC(C)=O (stereo not given),i
COc1ccc2c(CC(=O)Nc3ccc(S(N)(=O)=O)cc3)cc(=O)oc2c1,i
Cc1ccccc1NC(=O)c1ccc(=O)n(Cc2cccc(C(F)(F)F)c2)c1,i
Cc1nn(C2CCS(=O)(=O)C2)c2nc(-c3ccccc3)cc(C(=O)NCc3ccco3)c12 (stereo not given),i
Cc1cc(OCCn2c(C(C)NC(=O)c3ccco3)nc3ccccc32)ccc1Cl (stereo not given),i
O=c1ccc(-c2ccco2)nn1CCCNS(=O)(=O)c1ccc2c(c1)CCCC2,i
COc1ccccc1CNC(=O)c1ccc(S(=O)(=O)NCc2cccnc2)o1,i
CCOC(=O)c1c(SC(CC)C(=O)O)nc(=O)[nH]c1C (stereo not given),i
O=C(Nc1nc(-c2ccc(Cl)s2)cs1)c1ccno1,i
CCCc1ccc(OCC(O)CN2CCN(c3ccccc3)CC2)cc1 (stereo not given),i
Cc1ccc(NC(=O)C(=O)NCC2CCN(C(=O)c3snnc3C)CC2)cc1F,i
COc1ccc(-c2ccc(=O)n(CCCC(=O)Nc3c(C)cc(C)cc3C)n2)cc1,i
Cc1ccc(S(=O)(=O)N(C)c2ccsc2C(=O)Nc2cc(C)cc(C)c2)cc1,i
Cc1ccc(-c2noc(Cn3cnc4c(nnn4-c4ccccc4)c3=O)n2)cc1,i
COc1ccc2cc(-c3csc(NC(=O)c4cccc(N5C(=O)CCC5=O)c4)n3)oc2c1,i
O=C(Nc1nc(CCC(=O)N2CCN(c3ccccc3F)CC2)cs1)c1ccccc1,i
Cc1cc(NC(=O)/C=C/c2ccccc2Cl)n(C(C)C)n1,i
COCCNc1oc2c(c1-c1ccc([N+](=O)[O-])cc1)c(=O)oc1ccc(C)cc12,i
CC(C)Oc1ccc(C(=O)NCCCCN2CCOC(c3ccccc3)C2)cc1 (stereo not given),i
O=C(CCN1C(=O)c2ccccc2S1(=O)=O)N(Cc1ccccc1)c1ccccn1,i
COc1ccc(OCC(=O)Nc2ccc(CC(N)=O)cc2)cc1,i

# The results go on.
SMILES,GIRK2 activator
O=C(NCC1(c2cccs2)CC1)Nc1cccc(C(F)(F)F)c1,i
COC(=O)c1ccc2c(=O)n(CCC(=O)N3CCC(Cc4ccccc4)CC3)c(=S)[nH]c2c1,i
CC(=O)c1cccc(S(=O)(=O)NCC2CCN(Cc3cc(C)oc3C)CC2)c1,i
CCOc1ccc(C(=O)NCC(c2cccn2C)N(C)C)cc1OCC (stereo not given),i
N#C/C(=C\N1CCC(C(N)=O)CC1)C(=O)NCc1ccccc1,i
Cn1ccnc1N1CCN(C(=O)c2ccc3c(c2)OCO3)CC1,i
O=C1S/C(=C\c2ccccc2[N+](=O)[O-])C(=O)N1c1ccc(F)cc1,i
COc1ccc(Nc2cc(C)nc(NCCNC(=O)c3cnccn3)n2)cc1,i
COc1ccc(NC(=O)c2csc(NS(=O)(=O)c3ccccc3)n2)cc1OC,i
O=C(NCC(O)c1ccsc1)c1cc(=O)c2ccccc2o1 (stereo not given),i
O=S(=O)(NCCCCN1CCOC(c2ccccc2)C1)c1ccccc1 (stereo not given),i
Cc1ccc(Oc2ccc(NC(=O)C(C)C)cc2)nn1,i
O=C(/C=C/c1ccccc1)N1CCN(c2ccc(Nc3ccncc3)nn2)CC1,i
Cc1nnsc1C(=O)Nc1ccc2c(c1)N(S(=O)(=O)c1ccc(F)cc1)CCC2,i
O=C(/C=C/c1ccco1)N1CCN(c2ccc(N3CCOCC3)nn2)CC1,i
COCCNC(=O)Cn1nc2c(c1NC(=O)COc1ccc3ccccc3c1)CSC2,i
CCOC(CNC(=O)C(=O)Nc1c2c(nn1-c1ccccc1)CS(=O)(=O)C2)OCC,i
O=S(=O)(NCC1(O)CCc2ccccc21)c1ccc(Cl)s1 (stereo not given),i
COC(=O)c1ccc(NC(=O)C(=O)NCC2(c3ccc(OC)cc3)CCCC2)cc1,i
Cc1ccc(S(=O)(=O)N2CCN(c3nc4ccc(C)cc4s3)CC2)cc1,i
Cc1ccnc(OCC(=O)Nc2ccc(-c3csc(C)n3)cc2)n1,i
CCOC(=O)c1ccc2c(c1)sc(=NC(=O)C(C)(C)C)n2C,i
O=C(c1ccc(=O)n(Cc2cccc([N+](=O)[O-])c2)c1)N1CCCc2ccccc21,i
O=C(NCc1ccccc1Cl)C1CCCN(c2ccc(-n3ccnc3)nn2)C1 (stereo not given),i
COc1ccc(S(=O)(=O)CCC(=O)N2CCN(c3nc4c(C)ccc(Cl)c4s3)CC2)cc1,i

# (next part)
SMILES,GIRK2 activator
CN(C)C(CNC(=O)C1(c2ccc(Cl)cc2)CCCC1)c1ccsc1 (stereo not given),i
Cc1cccc(S(=O)(=O)NCC2CCN(C(=O)Oc3ccccc3)CC2)c1,i
COc1ccccc1CNC(=O)c1cc2c(=O)n(C)c(=O)n(C)c2s1,i
O=c1ccc(-c2ccc(Cl)cc2)nn1CCN1CCCCC1,i
CC(C)(Oc1ccc(Cl)cc1)C(=O)NCC1CCN(S(=O)(=O)C2CC2)CC1,i
O=C(NCCC(O)c1ccco1)C(=O)Nc1ccc(OC(F)(F)F)cc1 (stereo not given),i
Cc1ncc([N+](=O)[O-])n1CCOC(=O)c1cc2cc(Cl)ccc2oc1=O,i
CC(C)c1nnc(C2CCN(C(=O)Cn3c(=O)oc4ccccc43)CC2)o1,i
O=C(NCCn1nc(-c2ccco2)ccc1=O)c1ccc2c(c1)ncn2-c1ccccc1,i
O=S1(=O)CCC(n2nc(-c3ccccc3)cc2NS(=O)(=O)c2cnc[nH]2)C1 (stereo not given),i
Cn1nnc2c(N3CCN(C(=O)Cc4ccc(-c5ccccc5)cc4)CC3)ncnc21,i
Cc1cnc2c(c1SCC(=O)NCc1ccc3c(c1)OCO3)c(=O)n(C)c(=O)n2C,i
CS(=O)(=O)c1ccc2nc(N(CCc3cccs3)C(=O)c3nc4ccccc4s3)sc2c1,i
CCc1nnc(NC(=O)CSc2nc(=O)n(N3CCN(C)CC3)c3c2CCC3)s1,i
O=S(=O)(CCOc1ccc(F)cc1)Nc1ccc(F)c(Cl)c1,i
CCN1CCN(CC(O)COC2CC3CCC2(C)C3(C)C)CC1 (stereo not given),i
O=C(Cn1cnc2ccccc21)N1CCC(c2nnc(-c3ccco3)s2)CC1,i
COc1ccc(S(=O)(=O)CCCC(=O)Nc2ccc(-c3nc4ccccc4s3)cc2)cc1,i
O=C1N(Cc2cccc(F)c2)c2ccccc2S(=O)(=O)N1c1cc(F)ccc1F,i
COc1ccc(CCS(=O)(=O)NCC2CCN(Cc3ccco3)CC2)cc1,i
Cc1nc(NCCNC(=O)Nc2ccccc2)cc(-n2cccn2)n1,i
O=C(NCC1CCN(Cc2ccco2)CC1)C1CC1,i
CCOc1ccccc1NC(=O)Nc1ccc(-n2nnn(CCOC)c2=O)cc1,i
CC(C)C(=O)NC(=S)Nc1ccccn1,i
CC(C)(C)C(=O)N1CCC2(CC1)NC(=O)N(Cc1ccc(F)cc1)C2=O,i

# (continued)
SMILES,GIRK2 activator
Cc1cc(NC(=O)C(=O)NCCCN2CCOC(c3ccccc3)C2)no1 (stereo not given),i
O=C(Cc1ccccc1)N1CCC2(CC1)NC(=O)N(Cc1ccc(F)cc1)C2=O,i
O=C(Cc1csc(NC(=O)c2ccc3c(c2)OCO3)n1)Nc1cc2ccccc2oc1=O,i
O=C(CSc1ccc(NC(=O)c2cccs2)nn1)NC1CCCC1,i
Cc1ccc(NC(=O)c2cc(Cl)ccc2Cl)cc1N1CCCCC1=O,i
Cc1nc(Nc2ccc(NC(=O)Nc3cccc(C)c3C)cc2)cc(-n2ccnc2)n1,i
COc1cc(NS(=O)(=O)c2ccccc2F)ccc1N1CCCCC1=O,i
CCOc1cccc2sc(NC(=O)c3ccn(C)n3)nc12,i
CCOC(=O)c1c(SCC(=O)Nc2cccc(C(C)=O)c2)nc(=O)[nH]c1C,i
COCC(=O)N1CCCc2ccc(NC(=O)Cc3ccc(S(=O)(=O)C(C)C)cc3)cc21,i
CC(C)C(=O)N1CCCc2ccc(NC(=O)NCc3ccc(Cl)cc3)cc21,i
CC(C)(C)OC(=O)N1CCC(OCC(=O)O)CC1,i
COc1cc2[nH]c(=O)n(CCCCC(=O)NCCCc3ccco3)c(=O)c2cc1OC,i
COc1ccc(NC(=O)C(=O)NCCN2CCN(c3ccccc3F)CC2)cc1,i
CC(C)c1n[nH]c(=O)c2c1cnn2C(C)(C)C,i
Nc1c(C(=O)N2CCCC2)sc(=S)n1CC1CCCO1 (stereo not given),i
Cc1c(C(=O)N2CCC(c3nnc(C(C)C)o3)CC2)cnn1-c1ccccc1,i
CCCOc1ccc(C2C([N+](=O)[O-])=C(C)N(C)C(=O)N2C)cc1OC (stereo not given),i
Cc1ccc(NC(=O)c2ccc(=O)n(CC(=O)Nc3cccc(C(F)(F)F)c3)n2)cc1,i
O=C(Nc1ccc(Cl)c(C(F)(F)F)c1)c1cc2c(cc1Br)OCCO2,i
COc1ccc(C(=O)Nc2ccc(N3CCCCC3=O)c(C)c2)cc1OC,i
Cc1csc(NC(=O)C2CCCN(c3ccc(-n4cccn4)nn3)C2)n1 (stereo not given),i
CCOC(=O)N1CCN(C(=O)c2ccc(S(=O)(=O)N3CCCC3)o2)CC1,i
COc1ccc(N2CCN(C(=O)c3ccc(Cl)cc3Cl)CC2)nn1,i
Cc1ccc(S(=O)(=O)CCCC(=O)Nc2sc3c(c2C#N)CCCC3)cc1,i

# Exported field by field: entries from further up
mol: COc1ccc(NC(=O)C(=O)NCCN2CCN(c3ccccc3F)CC2)cc1
  GIRK2 activator: i

mol: COc1ccc(N2CCN(C(=O)c3ccc(Cl)cc3Cl)CC2)nn1
  GIRK2 activator: i

mol: CC(C)C(=O)N1CCCc2ccc(NC(=O)NCc3ccc(Cl)cc3)cc21
  GIRK2 activator: i

mol: Cc1nn(C2CCS(=O)(=O)C2)c2nc(-c3ccccc3)cc(C(=O)NCc3ccco3)c12 (stereo not given)
  GIRK2 activator: i

# Ordered by number of heavy atoms (largest number first): part of the list above.
SMILES,GIRK2 activator
O=C(Cc1ccccc1)N1CCC2(CC1)NC(=O)N(Cc1ccc(F)cc1)C2=O,i
CC(C)C(=O)N1CCCc2ccc(NC(=O)NCc3ccc(Cl)cc3)cc21,i
CCOC(=O)N1CCN(C(=O)c2ccc(S(=O)(=O)N3CCCC3)o2)CC1,i
COc1ccc(N2CCN(C(=O)c3ccc(Cl)cc3Cl)CC2)nn1,i
CC(C)c1n[nH]c(=O)c2c1cnn2C(C)(C)C,i

# The listing continues.
SMILES,GIRK2 activator
O=C1CC(c2nc(-c3ccc(C(F)(F)F)cc3)no2)CN1c1cccc(Cl)c1 (stereo not given),i
COc1cc(N2CCN(C(=O)c3cccc(Cl)c3)CC2)nc(OC)n1,i
COc1ccc(S(=O)(=O)CC(=O)Nc2cc(C)on2)cc1,i
O=C(NCC1(O)CCc2ccccc21)c1cc(Cl)ccc1Cl (stereo not given),i
COC(=O)c1ccc(NC(=O)c2nnn(-c3ccc(F)cc3)c2C)cc1,i
Cn1ccnc1N1CCN(C(=O)Cn2cccn2)CC1,i
CCCS(=O)(=O)N1CCc2ccc(NC(=O)c3ccno3)cc2C1,i
O=C(c1nc(-c2cnccn2)no1)N1CCN(c2ccccc2)CC1,i
COc1ccc(OC)c(-c2ccc(N3CCN(C(=O)C(F)(F)F)CC3)nn2)c1,i
COc1ccc2nc(-c3ccc(NS(=O)(=O)c4ccc(F)c(C)c4)cc3)cn2n1,i
O=C(c1ccsc1)N1CCC(c2nnc(-c3ccc(F)cc3)o2)CC1,i
Cc1ccc(NC(=O)Cn2ccn(-c3ccc(F)cc3)c(=O)c2=O)c(C)c1,i
O=C(NCC1CCN(C(=O)/C=C/c2ccco2)CC1)c1cccs1,i
CC(C)Oc1ccc(NS(=O)(=O)c2ccc(N3C(=O)CCS3(=O)=O)cc2)cc1,i
COCCN1CCC(CNC(=O)c2ccc(OC)c(OC)c2)CC1,i
CCOc1ccccc1OCC(=O)Nc1c(CC)cccc1CC,i
O=C(NCC1CCN(C(=O)c2cc3ccccc3o2)CC1)C(=O)Nc1cccnc1,i
CCN(CC)CCCN1C(=O)C(=O)C(=C(O)c2ccccc2)C1c1ccccn1 (stereo not given),i
O=C(CSc1c[nH]c2ccccc12)NCC1CCCO1 (stereo not given),i
CCn1nnc2c(SCc3ccccc3F)ncnc21,i
COCCNC(=O)Cc1cc(-c2ccc(Cl)cc2)on1,i
COC(=O)N1CCC(CNC(=O)c2cn(C)nc2OC)CC1,i
CC(=O)N1CCN(C(=O)c2cc(-c3ccccc3)nc3c2c(C)nn3C2CCS(=O)(=O)C2)CC1 (stereo not given),i
O=C(NCc1ccc(F)cc1)c1cccc(N2C(=O)CCS2(=O)=O)c1,i
Cc1ccc(Cl)c2sc(N(CCCn3ccnc3)C(=O)c3cccs3)nc12,i
Cc1ccc(S(=O)(=O)N(Cc2ccc(Cl)cc2)C(=O)N2CCN(C)CC2)cc1,i
Cc1cccc(-n2nnc(-c3nnc(-c4ccco4)o3)c2C)c1,i
C=CCn1c(SCC(=O)N2CCCCCC2)nc2sc3c(c2c1=O)CCCCC3,i
CN(Cc1ccco1)S(=O)(=O)c1ccc(C(=O)Nc2cc(Cl)ccc2Cl)cc1,i
COc1cccc(-c2cc(C(=O)O)c3[nH]c(-c4ccccc4)nc3n2)c1O,i

# Of the compounds above, these contain a tert-butyl group:
SMILES,GIRK2 activator
CCOC(=O)c1ccc2c(c1)sc(=NC(=O)C(C)(C)C)n2C,i
CC(C)(C)C(=O)N1CCC2(CC1)NC(=O)N(Cc1ccc(F)cc1)C2=O,i
CC(C)(C)OC(=O)N1CCC(OCC(=O)O)CC1,i
CC(C)c1n[nH]c(=O)c2c1cnn2C(C)(C)C,i

# The list is partial; rates above refer to the full screens.
